Source: PubChem BioAssay (several laboratories)
NTR1 ag: agonists of NTR1, primary screen, imaging, U2OS cells, beta-arrestin-GFP, high content (AID 493036); NTR1-U2OS beta-arrestin-GFP spot imaging, agonist mode; activation, % at 20 µM; 330,000 compounds, 0.17% hits;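 active = activation at or above 40% of the spot to cytoplasm intensity ratio, with at least 20 cells analyzed; inconclusive = wells under 20 cells, flagged as cytotoxic or low count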;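 note: 0% = DMSO without peptide and 100% = 100 nM NTR1 peptide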
Target sequence (P30989 whole entry, looked up): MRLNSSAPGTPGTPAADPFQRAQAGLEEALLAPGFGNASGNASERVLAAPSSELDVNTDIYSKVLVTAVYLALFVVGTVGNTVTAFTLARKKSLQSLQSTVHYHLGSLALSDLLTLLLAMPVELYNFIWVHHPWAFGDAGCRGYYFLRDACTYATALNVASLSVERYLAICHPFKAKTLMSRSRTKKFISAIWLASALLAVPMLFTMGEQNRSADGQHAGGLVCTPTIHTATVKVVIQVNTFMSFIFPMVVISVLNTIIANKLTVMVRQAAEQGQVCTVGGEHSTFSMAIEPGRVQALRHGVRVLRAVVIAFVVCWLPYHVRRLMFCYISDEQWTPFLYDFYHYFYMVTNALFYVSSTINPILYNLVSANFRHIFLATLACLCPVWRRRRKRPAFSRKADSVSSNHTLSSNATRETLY
GPR35 arrestin U2OS: GPR35 antagonists blocking zaprinast-driven arrestin recruitment, primary screen, imaging, U2OS, beta-arrestin-GFP, zaprinast agonist (AID 2058) | U2OS GPR35 beta-arrestin-GFP translocation imaging, zaprinast antagonism; higher % means a stronger effect | inhibition, % at 10 µM; hits with a dose series show IC50 in µM | 290,000 compounds, 0.052% hits;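 active = inhibition of at least 50% with at least 30 cells and total cytoplasm GFP at most 10,000,000; inconclusive = under 30 cells or total GFP of 10,000,000 plus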
AID2073: inhibitors of Mint1-CaV2.2 protein interaction, biochemical, HTRF (AID 2073). HTRF protein-protein interaction, Mint1-CaV2.2; higher % means a stronger effect. inhibition, % at 20 µM; hits with a dose series show IC50 in µM. 290,000 compounds, 0.19% hits; in the data active = inhibition mostly above about 51%, no sharp cut-off; inconclusive = no clear call, values can overlap the other calls; inactive = mostly below about 53%; note: some results filed as inactive read as strong as hits
GPR55 activation: selective activators of receptor GPR55 – imaging, U2OS cells, beta-arrestin-GFP redistribution, primary screen (AID 1961); 290,000 compounds, 0.048% hits; U2OS GPR55 beta-arrestin-GFP redistribution imaging; higher % means a stronger effect; activation, % at 10 µM, or EC50 in µM where a hit was titrated;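 active = activation above 40% with more than 50 cells counted in the well; inconclusive = wells holding fewer than 50 cells, flagged as toxic or sparse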;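 note: U2OS osteosarcoma cells stably expressing GPR55 and beta-arrestin-GFP; plate controls were DMSO negative control for no effect and LPI positive control for full effect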
K1F lysis inhibition: inhibition of K1F phage lysis, E. coli UTI89, bacterial capsule biogenesis inhibitors, alamar blue (AID 488966); E. coli UTI89 K1F phage lysis, alamar blue, 2 h; higher % means a stronger effect; inhibition, % at 100 µM, or IC50 in µM where a hit was titrated; 340,000 compounds, 0.02% hits;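 active = phage lysis inhibition, versus mean bacterial control, above a set limit; inconclusive = no clear call, values can overlap the other calls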;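 note: capsule biogenesis inhibitors block K1F phage lysis so surviving cells raise fluorescence; higher fluorescence means more inhibition of phage lysis; actives were called in the ten point dose series up to 300 µM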
HIV peptide binding: cell-free HIV fusion peptide-binding blockers – biochemical, uHTS, fluorescence dequenching, primary screen (AID 1986); cell-free peptide binding, fluorescence dequenching, 30 min; higher % means a stronger effect; inhibition, % at 20 µM, or IC50 in µM where a hit was titrated; 290,000 compounds, 0.3% hits; in the data active = inhibition mostly above about 52%, no sharp cut-off; inactive = mostly below about 76%; note: some results filed as inactive read as strong as hits
Dengue-2 NS5 capping: flavivirus cap methylation enzyme inhibition – biochemical, confirmation dose response, primary screen (AID 588689); Dengue-2 NS5 methyltransferase capping enzyme assay, biochemical; higher % means a stronger effect; inhibition, % at 25 µM, or IC50 in µM where a hit was titrated; 340,000 compounds, 0.3% hits; in the data active = a potency from the dose series; inconclusive = inhibition above about 29% without an active follow-up result
GPR55 LPI antagonism: inhibition of LPI-stimulated GPR55 beta-arrestin translocation – imaging, U2OS, beta-arrestin-GFP, LPI agonist, primary screen (AID 2013); U2OS GPR55 beta-arrestin-GFP translocation imaging, LPI antagonism; higher % means a stronger effect; one-dose inhibition, % at 10 µM; IC50 in µM for titrated hits; 290,000 compounds, 0.13% hits;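 active = spots per cell inhibited over 60%, with over 100 cells counted and total cytoplasm intensity under 500,000; inconclusive = wells with under 100 cells, flagged as likely toxic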;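 note: U2OS cells stably carrying GPR55 and arrestin-GFP stimulated by 5 µM LPI near EC80; imaged beta-arrestin-GFP aggregate spots per cell after agonist stimulation; plate controls were LPI-stimulated DMSO wells for no effect and DMSO wells without LPI for full effect; some results filed as inactive read as strong as hits; confirmed hits need IC50 under 10 µM and bright autofluorescent wells are also inconclusive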
SIAH1 antagonists: blockers of Siah-1 interaction with plectin peptide – biochemical, fluorescence polarization, rhodamine-plectin, uHTS, primary screen (AID 1817). Siah-1 / rhodamine-plectin peptide fluorescence polarization; higher % means a stronger effect. one-dose displacement, % at 20 µM; IC50 in µM for titrated hits. 290,000 compounds, 0.02% hits;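 active = displacement of at least 50% at 20 µM, with a fluorescence ratio check between 0.3 and a set limit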;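 note: plate controls were Siah plus tracer with DMSO for no effect and tracer alone without Siah for full effect; strong numbers were not always called active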
NTR1 ag cell count 20 µM: further read-out of NTR1 ag, marked with its call; cell count; measured here: cell count, cytotoxicity flag
* hit, by the source's call; ? = inconclusive; . = not tested or not shown; [ ] = another dose, or the depositor's remark.

Results follow in this order: K1F lysis inhibition, GPR55 LPI antagonism, GPR55 activation, GPR35 arrestin U2OS, SIAH1 antagonists, NTR1 ag cell count 20 µM, AID2073, HIV peptide binding, Dengue-2 NS5 capping, NTR1 ag
(1) O=C(Cn1cnc2ccccc2c1=O)Nc1ccccc1N1CCOCC1
  -0.4%, 3%, 0.1%, 9%, -6%, 33, 0%, -0.9%, -6%, 3.4
(2) COc1ccc(C(=O)NCCc2cnc[nH]2)cc1OC
  -0.5%[50 µM], 7%, -0.2%, -16%, -4%, 85, ?, 1.1%, -9%, 1.6
(3) O=C(C[n+]1cccc(/C=N/O)c1)N(Cc1ccccc1)Cc1ccccc1
  1.1%, -2%, -0.2%, 3%, 18%, 50, 1%, 1.4%, 3%, 0.8
(4) CCCC1CCC(c2ccc(/C(N)=N/O)cc2)CC1 (stereo unspecified)
  0.1%, 2%, -0.1%, 13%, -2%, 51, -7%, -1.5%, 1%, 4.7
(5) NCCCC[C@H](NC(=O)C1CCNCC1)c1nnc(CN)o1
  ., 8%, 0.2%, -10%, 0%, 45, -6%, 2.2%, ., 1.6
(6) CN1C(=O)c2ccccc2C(C(=O)O)C1c1cn(C)c2ccccc12 (stereo unspecified)
  3.8%, 2%, 0.2%, -4%, -3%, 55, -2%, -1.3%, -1%, -0.3
(7) Cc1ccc(CS(=O)(=O)CC(C)(O)c2ccc(Cl)cc2)cc1 (stereo unspecified)
  0.4%, 10%, -0.1%, 5%, 1%, 45, 14%, -1.8%, 1%, 2.2
(8) C=CCOC(=O)C1=C(C)Nc2nnnn2C1c1cc(OC)ccc1OC (stereo unspecified)
  0.2%, 2%, 0.0%, 6%, -7%, 44, 44%, -2.1%, -3%, 0.8
(9) O=c1[nH]c(SCc2ccc(Cl)cc2)nc2ccccc12
  0.8%, -12%, -0.3%, 2%, 4%, 49, 8%, 1.5%, -11%, 0.4
(10) Cc1ccc(/C(O)=C2\C(=O)C(=O)N(CC(C)O)C2c2ccccn2)cc1 (stereo unspecified)
  0.2%, -7%, -0.1%, 1%, -1%, 60, 14%, 0.1%, -4%, 1.0
(11) Cc1nc(N2CCN(c3ccccn3)CC2)c2c(C)c(C(=O)Nc3ccccc3F)sc2n1
  3.7%, -5%, -0.3%, -18%, -3%, 70, 35%, 0.2%, -5%, 6.1
(12) COc1cc(OC)cc(C(=O)OCC(=O)Nc2sccc2C(N)=O)c1
  0.4%, 2%, 0.1%, 5%, 8%, 41, 12%, 0.1%, 2%, 9.4
(13) COc1cccc(NC(=O)Nc2cc(C)ccc2F)c1
  0.4%, -5%, 0.2%, 3%, 0%, 64, 1%, -0.9%, -2%, 2.5
(14) COc1ccc(NS(=O)(=O)c2ccc(O)c(NC(=O)c3ccc(S(=O)(=O)N4CCCC4)cc3)c2)cc1
  0.1%[50 µM], 2%, 0.2%, -6%, 12%, 74, 18%, 11%, 11%, 0.5
(15) CCOC(=O)c1c(O)c2cccc3c2n(c1=O)CC3
  0.3%, 1%, -0.1%, -2%, 0%, 53, -22%, -0.9%, -2%, 1.3
(16) O=C(Cc1ccc(F)cc1)N1CCC(N2CCC(C(=O)N3CCOCC3)CC2)CC1
  0.2%, -2%, 0.4%, 8%, 0%, 52, 4%, -1.2%, -2%, -0.5
(17) O=c1[nH]c(NCCO)nnc1Cc1ccccc1
  0.4%, 5%, -0.1%, 5%, 8%, 70, 3%, 0.8%, -7%, -0.4
(18) CC(=O)c1ccc(N2CCN(C(=O)Nc3ccc(C)cc3)CC2)cc1
  0.0%, 12%, -0.2%, -3%, 6%, 47, -2%, 2.8%, -6%, 0.8
(19) CC(C)=CCC/C(C)=C/CC/C(C)=N/O
  0.3%, -6%, 0.1%, -7%, -2%, 95, 11%, -2.1%, -7%, -0.6
(20) O=c1c2[nH]c3ccc(Cl)cc3c2ncn1Cc1ccccn1
  4.5%, -3%, 0.2%, 4%, 1%, ., 1%, 6.5%, 1%, .
(21) O=C(NC1CCCCCCC1)c1ccc(CNc2c(N3CCOCC3)c(=O)c2=O)cc1
  0.4%, 11%, 0.5%, -8%, 5%, 57, 5%, 3.6%, -5%, -1.6
(22) O=C(CNC(=O)c1cccs1)NCC(=O)OCc1ccc(F)cc1
  0.5%, -10%, -0.2%, 25%, -9%, 74, 5%, -1.9%, 4%, 0.2
(23) CN(C)CC(O)COc1ccc(C(C)(C)c2ccc(OCC(O)CN(C)C)cc2)cc1 (stereo unspecified)
  ?, -16%, 0.0%, -5%, -1%, 65, 0%, 0.4%, -10%, 1.8
(24) CCCC(=O)NCc1cc(-c2nn(C)c(=O)c3ccccc23)ccc1C
  -0.4%, -2%, 0.2%, -8%, -2%, 88, -1%, 0.0%, -10%, -1.3
(25) COc1ccc(-n2c(=S)[nH]c3cc(C(=O)NCCCN4CCCC4=O)ccc3c2=O)c(OC)c1
  0.0%, 9%, -0.1%, -4%, 1%, 75, -51%, -1.5%, -5%, 0.5
(26) O=C1NC[C@@H](Cc2cccc3ccccc23)N(CC2CCCCC2)C1=O
  3.1%, -7%, -0.1%, 9%, 13%, 78, 0%, -0.9%, 1%, 1.1
(27) COc1ccc2cc(CCN3C(=O)c4ccccc4C3=O)c(=O)[nH]c2c1
  0.0%, -6%, 0.1%, -1%, 7%, 66, 9%, 0.3%, 3%, 0.2
(28) Cc1cc(C)c(C#N)c(SCCS(=O)(=O)Cc2ccccc2)n1
  3.9%, 13%, -0.2%, -1%, 3%, 41, 2%, -2.2%, 3%, 5.2
(29) CCC(=NC)C1=C(O)CC(c2ccccc2)CC1=O (stereo unspecified)
  0.1%, 4%, -0.1%, -9%, -4%, 62, 0%, -0.4%, -1%, 1.4
(30) CC1CCC2(CC1)NC(=O)N(CC(=O)NC(=O)NC1CCCC1)C2=O (stereo unspecified)
  1.5%, -7%, 0.6%, -5%, -1%, 61, -18%, 2.5%, -8%, -1.0
(31) COc1ccc(C(=O)NCCNC(=O)c2cnccn2)cc1
  0.0%, 1%, 0.0%, 2%, 0%, 27, 10%, -0.4%, -3%, -2.0
(32) CCc1ccc(N2CC(C(=O)OC)CC2=O)cc1 (stereo unspecified)
  0.0%, 2%, -0.1%, 14%, -3%, 59, 6%, -0.2%, -2%, 0.4
(33) O=c1[nH]nc(CSCc2ccccc2Cl)[nH]1
  1.9%, -10%, -0.1%, 10%, 3%, 50, 4%, 1.0%, 0%, -0.7
(34) CCOC(=O)c1c(NC(=O)C2CCN(S(=O)(=O)c3ccc(Cl)cc3)CC2)sc2c1CCCC2
  0.2%, -2%, 1.7%, -6%, -1%, 74, 8%, -1.9%, -2%, -0.2
(35) Cc1cccc(OC(C)C(=O)N/N=C\c2ccncc2)c1 (stereo unspecified)
  0.3%, 2%, -0.4%, -5%, -12%, 41, -1%, 0.2%, ., -0.2
(36) O=c1cnnc(Nc2ccccc2)[nH]1
  -0.2%, 13%, -0.2%, -1%, -4%, 42, 5%, 0.6%, 4%, -0.8
(37) COc1ccc(CCNC(=O)c2cccc3c2C(=O)N(C2CCCCC2)C3)cc1OC
  0.0%, 10%, -0.2%, 0%, 17%, 59, 10%, 0.3%, -5%, 2.6
(38) COCCN(Cc1cn[nH]c1-c1ccc2cc(OC)ccc2c1)C(C)C
  1.5%, -6%, -0.3%, 5%, -8%, 56, 11%, -0.5%, -3%, 0.2
(39) CCC(=O)NC(=S)Nc1cccc(NC(=O)c2ccccc2)c1
  -1.3%, 3%, -0.2%, 3%, -3%, 45, -13%, -0.2%, -7%, 3.8
(40) CC(=O)Nc1ccc(S(=O)(=O)NCC(=O)NCCc2ccc(S(N)(=O)=O)cc2)cc1
  -1.1%, -6%, -0.5%, 6%, -3%, 27, -9%, -1.7%, -4%, -1.2
(41) Nc1cc(-c2ccc(Cl)cc2)nn1-c1ccccc1
  2.2%, 9%, -0.3%, 8%, -5%, 73, 3%, -1.8%, -4%, 0.1
(42) O=C(NC(=S)Nc1ccc(S(=O)(=O)Nc2nccs2)cc1)c1cccc(F)c1
  1.3%[50 µM], 7%, 0.2%, 5%, 12%, 67, ?, 4.4%, 3%, 2.3
(43) CC(=O)c1ccc(OCc2cc(C(=O)N3CC[C@@H]4CCCC[C@H]4C3)no2)cc1
  0.4%[50 µM], 1%, -0.1%, 9%, -4%, 44, 12%, -0.1%, 1%, 4.1
(44) Cc1sc(C(=O)Nc2ccc3ccccc3c2)cc1CC(=O)O
  0.1%, 8%, 0.0%, 7%, 2%, 80, 2%, 2.6%, -1%, 0.6
(45) CCCCCc1nnc(NC(=O)C2COc3ccccc3O2)s1 (stereo unspecified)
  0.1%, 20%, -0.1%, -8%, -8%, 68, 2%, -2.4%, -4%, 0.0
(46) CN(C(=O)COC(=O)/C=C/c1ccc(S(=O)(=O)N2CCc3ccccc32)cc1)C1CCS(=O)(=O)C1 (stereo unspecified)
  ., 63%, -0.1%, -6%, -7%, 80, -3%, -1.4%, ., -1.2
(47) COc1ccc(C)cc1NC(=O)c1ccc2c(O)c(S(=O)(=O)c3ccccc3)c(=O)[nH]c2c1
  0.0%, 6%, -0.3%, 18%, 4%, 61, 8%, 8.9%, 3%, 0.4
(48) O=C(CCCN1C(=O)/C(=C\c2ccccc2)SC1=S)Nc1cccc(C(=O)O)c1
  -2.0%, -4%, 3.4%, 0.8µM*, 4%, 41, 2%, 23%, 0%, -0.8
(49) Cc1ccc(C(=O)NNC(=S)NC(=O)c2ccco2)cc1
  1.0%, 17%, 0.0%, 8%, -3%, 58, -8%, 1.0%, -1%, -0.2
(50) CCOc1ccc(CNc2nnnn2C)cc1OC
  0.1%, 1%, -0.1%, -2%, -4%, 68, 20%, 0.0%, -4%, -0.9
(51) COc1ccc(OCCCC(=O)N2CCCc3ccccc32)cc1
  0.4%, 0%, -0.1%, -13%, 3%, 39, 4%, 1.1%, -2%, -0.3
(52) O=C(CCCc1nc2ccccc2s1)NCc1ccccc1
  0.2%, 10%, 1.0%, 15%, 7%, 63, 7%, -0.4%, -3%, 1.6
(53) COCCNc1nnc(Cc2ccc(OC)c(OC)c2)c(=O)[nH]1
  0.0%, -2%, 0.0%, -3%, 0%, 108, 1%, -1.0%, -7%, -0.3
